# Screens deposited in PubChem BioAssay by National Center for Advancing Translational Sciences (NCATS).
# D1 ag: human D1 receptor agonism | P21728 | HEK293 T-REx D1 cells, calcium flux, agonist mode | activation, % at 2 µM | 360,000 tested, 1% active; note: 0% is about no effect
# Target sequence (P21728 whole entry, looked up): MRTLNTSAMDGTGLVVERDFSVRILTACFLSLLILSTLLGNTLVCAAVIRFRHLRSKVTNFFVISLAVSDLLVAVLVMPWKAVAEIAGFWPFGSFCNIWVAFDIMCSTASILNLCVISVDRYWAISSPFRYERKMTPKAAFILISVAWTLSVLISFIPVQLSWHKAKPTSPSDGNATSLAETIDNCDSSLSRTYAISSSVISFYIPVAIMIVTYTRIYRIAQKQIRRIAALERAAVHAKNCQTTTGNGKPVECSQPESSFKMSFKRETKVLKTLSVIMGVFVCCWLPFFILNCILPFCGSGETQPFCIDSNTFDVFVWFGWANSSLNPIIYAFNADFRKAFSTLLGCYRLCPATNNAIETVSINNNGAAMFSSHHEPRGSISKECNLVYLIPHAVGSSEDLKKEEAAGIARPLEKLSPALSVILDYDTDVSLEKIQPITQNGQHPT
#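 Tetracycline-induced HEK293 TREx D1 cells, force-coupled to calcium signalling, were dye-loaded with a no-wash calcium kit. Compound was pin-added after a 10 s baseline. Fluorescence was read kinetically at 1 cycle/s for 180 s, with calcium rises flagged as agonism.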
# D1 PAM: enhances dopamine response at the human D1 receptor | HEK293 TREx D1 cells, calcium flux, dopamine EC20 potentiation | potentiation, % at 10 µM | 360,000 tested, 0.036% active | AID 504651; in the data active = potentiation above about 30%; note: 0% is about no effect
# TRHR PAM: allosterically enhances the human TRH receptor. AID 493056. 360,000 tested, 0.66% active. enhancement, % at 2 µM. TRHR cells, fluo-8 calcium fluorescence, EC20 TRH enhancement. P34981; in the data active = enhancement above about 30%; note: 0% is about no effect
#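 Enhancer read-out: after compound pinning and an initial kinetic agonist-mode read, an EC20 of TRH (10 nM final) was injected and fluo-8 calcium signal (Ex 480/Em 530) followed at 1 s/cycle for 100 cycles in TRHR-expressing cells.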
# D2 ag: activates the human D2 dopamine receptor; 340,000 tested, 0.53% active; HEK293 T-REx D2 cells, calcium flux agonist mode; AID 485358; activation, % at 2 µM; P14416;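 active = activation over 3 SD above normal in the single-dose calcium agonist read, cut at about 30% in these data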; note: 0% is about no effect
# Target sequence (P14416 whole entry, looked up): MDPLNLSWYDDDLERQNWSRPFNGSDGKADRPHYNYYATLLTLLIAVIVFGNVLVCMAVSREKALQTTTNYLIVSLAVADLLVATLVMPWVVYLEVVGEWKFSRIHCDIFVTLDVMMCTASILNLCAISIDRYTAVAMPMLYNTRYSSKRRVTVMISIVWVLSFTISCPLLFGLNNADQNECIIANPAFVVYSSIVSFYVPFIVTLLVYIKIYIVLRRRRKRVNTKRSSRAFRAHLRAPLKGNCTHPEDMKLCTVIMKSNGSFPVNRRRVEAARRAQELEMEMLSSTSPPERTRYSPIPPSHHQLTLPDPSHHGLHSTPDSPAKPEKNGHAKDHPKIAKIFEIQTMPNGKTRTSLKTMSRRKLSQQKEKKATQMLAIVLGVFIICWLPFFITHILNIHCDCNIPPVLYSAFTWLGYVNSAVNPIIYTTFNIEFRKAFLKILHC
#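 HEK293 Trex D2 cells, tetracycline-induced, o/n 30 C 5% CO2; no-wash Ca dye, RT 30–90 min; 10-cycle baseline, 23 nl cpd added, kinetic Ca read 180 s; agonist hits = positive Ca response.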
# D2 PAM: D2 dopamine receptor (human) potentiation; P14416; HEK293 T-REx D2, calcium flux, EC20 dopamine potentiation; potentiation, % at 10 µM; 340,000 tested, 0.34% active; AID 485347;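 active = potentiation over 3 SD above the plate norm, cut at about 30% in these data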; note: 0% is about no effect
#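 Calcium flux readout, no-wash dye, 1 read/s. Inducible HEK293 Trex D2 line, overnight 30 C. Compound alone 180 s (agonist flags), then EC20 dopamine, another 180 s to score potentiation.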
# D2 antag: antagonizes the human D2 dopamine receptor | P14416 | HEK293 TREx D2 cells, calcium flux, dopamine EC80 | inhibition, % at 10 µM | 340,000 tested, 2% active; in the data active = inhibition above about 30%; note: 0% is about no effect
#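 Cells plated overnight at 30 C with tetracycline; no-wash calcium dye, 30–90 min RT; 10 s baseline; compound pinned; 180 s read; EC80 dopamine added; another 180 s read.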
# TRHR ag: TRH receptor (human) agonism; TRHR cells, calcium flux fluo-8, FDSS agonist mode; P34981; AID 493084; activation, % at 2 µM; 360,000 tested, 0.18% active; note: 0% is about no effect
#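 Agonist-mode FDSS calcium read (Ex 480/Em 530, 1 s cycles) in 1536-well TRHR cells with fluo-8 dye, after 10-cycle baseline and 23 nL compound addition; TRH at EC20 (10 nM final) added afterwards for the enhancer phase.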
# D1 antag: human D1 dopamine receptor antagonism; HEK293 TREx D1 cells, calcium flux, dopamine EC80; hits give low values; activity change, negative = inhibition, % at 10 µM; 360,000 tested, 3.2% active; in the data active = activity change below about -30%; note: % is set by controls: 0 for no effect and ±100 for the full control effect
#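 After overnight tetracycline induction at 30 C, force-coupled D1 HEK293 cells took up a no-wash calcium dye at room temperature. Compounds were added and monitored 180 s, and the response to EC80 dopamine was then recorded.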
# RXFP1 antagonist: blocks the human relaxin receptor RXFP1; Q9HBX9; HEK293-RXFP1, relaxin-stimulated cAMP HTRF, 30 min; hits give low values; activity change, negative = inhibition, % at 57.5 µM; 350,000 tested, 0.59% active; AID 1259400;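 active = activity change of -60% or lower, but not beyond a set lower limit; inconclusive = change between -60% and -40%, or beyond the set limit; inactive = change above -40%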; note: % is set by controls: 0 for no effect and ±100 for the full control effect
# The depositor's hits bear a star; ? = inconclusive; / = not tested or not shown. Cut-off read from the data, not from the text of the source, unless noted: active = activation above about 30%; inactive = the rest. The order is random (roughly 7.3% active in at least one column).
SMILES,D1 ag,D1 PAM,TRHR PAM,D2 ag,D2 PAM,D2 antag,TRHR ag,D1 antag,RXFP1 antagonist
Cc1ccc(O)c(C(=O)c2cc(C#N)c(=O)n(C(C)c3ccccc3)c2)c1 (stereo unspecified),2,-3,7,0.3,12,5,10,12,-10
COc1ccc(C(=O)NNC(=O)CCC(=O)NNC(=O)c2ccc(OC)cc2)cc1,4,-6,6,-0.5,-6,7,-0.5,22,-4
CSc1ccc(CN(C)CC(=O)NC(C)c2ccccc2)cc1 (stereo unspecified),6,-13,2,0.2,-9,-8,0.6,-27,-14
COc1ccc2c(c1)c1ncnc(N3CCN(Cc4ccc5c(c4)OCO5)CC3)c1n2C,0,0,3,-1.1,5,-2,-0.3,-7,/
CC(C)CN1C(=O)NC(NC(=O)c2ccco2)(C(F)(F)F)C1=O (stereo unspecified),1,1,-4,0.8,9,-16,-1.8,-4,-3
COC(=O)C1=C(C)N(c2ccc(OC)cc2)C(C)=C(C(=O)OC)C1c1ccc(OC)cc1,4,1,41*,0.0,7,15,-0.3,-20,-11
O=C(CCc1ccccc1)NN1C(=O)C2C3C=CC(O3)C2C1=O (stereo unspecified),5,3,4,-1.1,10,-13,0.5,-2,6
CCOC(=O)CN(Cc1ccccc1)C(C(=O)NC1CCCCC1)c1ccc(OC)cc1 (stereo unspecified),4,-1,8,/,13,/,-0.7,1,-10
CN(C)S(=O)(=O)N1CCC(n2cnc3cccnc32)CC1,4,-2,14,-0.1,1,/,0.4,4,-4
COc1ccccc1CNC(=O)c1cccc(N2CCCS2(=O)=O)c1,1,-1,23,0.3,11,/,0.1,-26,-2
CSc1nc2nc3c(cc2c(=O)n1-c1ccccc1C)CCCC3,3,-9,-4,-4.3,12,-21,-1.5,-18,-10
O=C(O)C(Sc1ccncn1)c1ccccc1 (stereo unspecified),1,2,2,0.2,-8,13,-0.1,-35*,0
CCCCc1ccc(S(=O)(=O)N/N=C(/C)c2ccncc2)cc1,13,-4,-2,0.7,13,-8,-0.3,-18,-1
Cc1cc(C)c(NC(=O)CSCc2c(C)noc2C)c(C)c1,3,-3,3,0.3,7,49*,0.2,-3,-9
Nc1c(NCc2ccccc2)c(=O)[nH]c(=O)n1Cc1ccccc1,1,2,-1,0.5,2,5,-0.3,-1,-7
COc1ccc(CC(=O)NNS(=O)(=O)c2ccccc2[N+](=O)[O-])cc1,2,2,8,0.3,10,13,-0.2,8,-1
CNC(=S)N(CCc1ccc(S(N)(=O)=O)cc1)C1CC(=O)N(c2ccccc2F)C1=O (stereo unspecified),3,2,-1,-0.9,0,6,0.3,2,-9
COc1ccc(CN2CCC(=O)N([C@H](CO)c3ccccc3)CC2)cc1,0,-3,-4,-0.3,-11,52*,0.3,1,/
COC(=O)Cc1nc(NC(=O)c2cccs2)sc1C,5,-6,-4,-1.1,11,-11,0.1,-9,-14
CCOCCCNC(=S)Nc1ccc2nc(N3CCN(CC)CC3)cc(C)c2c1,2,1,2,0.8,3,-10,0.7,-15,-6
COc1ccc(-c2cc(C(F)(F)F)n3nc(C(=O)NCCCN4CCOCC4)cc3n2)cc1,0,-5,8,-1.0,-2,-3,-1.0,-2,6
Cc1ccc(O)c(Sc2cc(C)ccc2O)c1,9,-6,-5,-0.3,-9,-6,0.5,-17,1
O=C(CN1CCOCC1)N/N=C/c1ccc(-c2ccc(C(=O)O)cc2)o1,2,-10,10,-1.0,8,-7,-0.3,-6,-2
Cc1cccc(OCC(=O)Nc2ccc3c(c2)C(=O)NC3=O)c1,14,-3,-3,-0.7,-4,2,-0.5,2,-5
Cc1ccc(Nc2c3c(nc4ccccc24)CCC3)cc1,9,-14,-6,0.9,-12,27,-0.2,-39*,-30
# Continued:
SMILES,D1 ag,D1 PAM,TRHR PAM,D2 ag,D2 PAM,D2 antag,TRHR ag,D1 antag,RXFP1 antagonist
Cc1ccc(S(=O)(=O)NNC(=O)c2ccncc2)cc1[N+](=O)[O-],0,-3,4,0.8,-4,2,0.2,12,-1
Cc1ccc(CN2CCN(C(=O)CCC(=O)Nc3nnc(C(C)C)s3)CC2)c(C)c1,21,4,-10,/,/,/,-0.5,-9,?
CCOC(=O)c1cnc(=O)[nH]c1C,2,-1,5,/,/,/,0.3,-4,/
CCCn1c(-c2cccs2)nc2c1c(=O)[nH]c(=O)n2Cc1ccccc1,1,-5,-6,-0.5,23,-2,-0.8,-27,-2
S=c1[nH]nc(-c2ccccc2)n1/N=C/c1cccc(Br)c1,1,1,5,/,/,/,-0.6,-4,-11
CCOC(=S)SCc1cn2cccc(C)c2n1,1,-1,-4,-0.8,-2,-8,-1.3,0,-20
Cn1nc(C(=O)NCc2ccc(F)cc2)c2ccccc2c1=O,3,-4,3,0.3,0,-10,-0.6,5,6
CNC(=O)NC(=O)CSc1ccc(S(=O)(=O)N2CCOCC2)cn1,3,/,4,0.4,9,-22,0.6,8,3
Cc1ccc2nc(CN3CCN(C(=O)Nc4ccc(C)c(F)c4)CC3)oc2c1,1,0,-5,/,-10,/,-1.2,-6,/
Cc1cccc(C(CC(=O)N2CCCC2)c2ccccc2)c1O (stereo unspecified),0,0,-3,0.2,7,14,-0.5,-5,0
CCS(=O)(=O)N1Cc2ccccc2CC1C(=O)OCC(=O)N(C(C)C)C(C)C (stereo unspecified),1,-10,-9,-4.6,2,6,1.3,-10,-8
CC(=O)c1c(C)cc(C)c(CSc2ccccn2)c1C,2,1,1,0.7,8,-5,-0.2,4,-1
Cc1ccc2nc(SCc3nc(-c4ccc(Cl)cc4)no3)[nH]c2c1,-1,-5,-4,-0.2,-6,/,0.7,-6,/
O=C(/C=C/Nc1ccccc1)c1ccc(Cl)cc1Cl,1,-11,-4,0.2,-8,-20,0.1,-29,-11
Cn1c(=O)c2c(nc(N3CCOCC3)n2CC(=O)c2ccccc2)n(C)c1=O,0,-5,17,1.1,5,21,-1.2,-1,/
Cc1cc(C)cc(C(=O)NC(=S)Nc2ccc3c(c2)OCCO3)c1,6,5,-6,-0.9,3,2,1.3,3,/
COc1ccc(S(=O)(=O)NCCc2sc3nc(-c4ccc(C)cc4)nn3c2C)cc1C,2,0,-4,0.6,-8,/,-0.2,/,-8
COCCNC(=O)c1onc(CSc2ccccc2)c1C(=O)O,-1,2,-6,0.4,-5,-4,1.5,15,/
CC(CCO)Nc1nc2c([nH]1)c(=O)n(C)c(=O)n2C (stereo unspecified),0,-2,6,/,-5,/,0.7,-3,6
CN(CCC1CCOCC1)C(=O)C1CCC(=O)N(CCc2ccccc2)C1 (stereo unspecified),2,-1,0,0.0,3,-3,-0.4,-2,-6
O=C(NC1CCCCC1)c1ccc2snnc2c1,-3,-5,8,-0.6,-10,12,0.1,2,8
Cc1nonc1CC(=O)N1CCCC(C(=O)c2cccc(C(F)(F)F)c2)C1 (stereo unspecified),1,-1,-7,1.1,1,2,0.1,8,-10
Cc1ccc(S(=O)(=O)N/N=C2/CC(c3ccccc3)Oc3ccccc32)cc1[N+](=O)[O-] (stereo unspecified),8,-1,-3,1.4,-3,8,1.0,-5,-11
CCSc1ccccc1C(=O)Nc1nncs1,8,2,5,0.9,6,2,0.7,-5,-4
CC1CCCC(NS(=O)(=O)c2ccc3c(c2)OCCO3)C1C (stereo unspecified),15,0,4,1.4,11,2,-1.7,-17,-5
# New compounds follow
SMILES,D1 ag,D1 PAM,TRHR PAM,D2 ag,D2 PAM,D2 antag,TRHR ag,D1 antag,RXFP1 antagonist
CC1Cc2ccccc2N1C(=O)CSc1nnc(-c2ccc(S(=O)(=O)N3CCCCC3)cc2)o1 (stereo unspecified),1,-4,-2,-0.5,-10,-42,0.0,8,/
CCN(CC)CCC(=O)N1c2ccccc2CCc2ccc(NC(=O)OC(C)C)cc21,7,-9,13,0.2,-4,2,2.0,-5,-5
CCOCC(=O)Nc1nnc(COc2ccc(Cl)cc2)s1,2,-3,2,-0.8,-8,-9,-0.6,9,-9
Cc1cc(=O)oc2cc(OCC(=O)NCCCN3CCOCC3)c(Cl)cc12,1,3,5,/,/,/,1.0,-3,7
CCOC(=O)C(C)c1c(C)[nH]c(=S)[nH]c1=O (stereo unspecified),-2,-5,-3,-0.9,-7,12,0.0,-8,-5
COC(=O)CN(c1ccc2c(c1)OCO2)S(C)(=O)=O,2,-6,-6,0.1,3,14,-0.3,-20,-6

# Entries listed so far that contain an aryl thioether with sulfur outside any ring, in the order listed:
SMILES,D1 ag,D1 PAM,TRHR PAM,D2 ag,D2 PAM,D2 antag,TRHR ag,D1 antag,RXFP1 antagonist
CSc1ccc(CN(C)CC(=O)NC(C)c2ccccc2)cc1 (stereo unspecified),6,-13,2,0.2,-9,-8,0.6,-27,-14
CSc1nc2nc3c(cc2c(=O)n1-c1ccccc1C)CCCC3,3,-9,-4,-4.3,12,-21,-1.5,-18,-10
O=C(O)C(Sc1ccncn1)c1ccccc1 (stereo unspecified),1,2,2,0.2,-8,13,-0.1,-35*,0
Cc1ccc(O)c(Sc2cc(C)ccc2O)c1,9,-6,-5,-0.3,-9,-6,0.5,-17,1
CNC(=O)NC(=O)CSc1ccc(S(=O)(=O)N2CCOCC2)cn1,3,/,4,0.4,9,-22,0.6,8,3
CC(=O)c1c(C)cc(C)c(CSc2ccccn2)c1C,2,1,1,0.7,8,-5,-0.2,4,-1
Cc1ccc2nc(SCc3nc(-c4ccc(Cl)cc4)no3)[nH]c2c1,-1,-5,-4,-0.2,-6,/,0.7,-6,/
COCCNC(=O)c1onc(CSc2ccccc2)c1C(=O)O,-1,2,-6,0.4,-5,-4,1.5,15,/
CCSc1ccccc1C(=O)Nc1nncs1,8,2,5,0.9,6,2,0.7,-5,-4
CC1Cc2ccccc2N1C(=O)CSc1nnc(-c2ccc(S(=O)(=O)N3CCCCC3)cc2)o1 (stereo unspecified),1,-4,-2,-0.5,-10,-42,0.0,8,/
